OPRK1 antag MB: antagonists of human kappa opioid receptor OPRK1, Maybridge library; Kappa-type opioid receptor (Homo sapiens), P41145; OPRK1 cells, antagonist mode, fluorescence readout; inhibition, % at 9 µM; 16,000 compounds, 0.4% hits; in the data active means inhibition above about 50%
Target sequence (P41145 whole entry, looked up): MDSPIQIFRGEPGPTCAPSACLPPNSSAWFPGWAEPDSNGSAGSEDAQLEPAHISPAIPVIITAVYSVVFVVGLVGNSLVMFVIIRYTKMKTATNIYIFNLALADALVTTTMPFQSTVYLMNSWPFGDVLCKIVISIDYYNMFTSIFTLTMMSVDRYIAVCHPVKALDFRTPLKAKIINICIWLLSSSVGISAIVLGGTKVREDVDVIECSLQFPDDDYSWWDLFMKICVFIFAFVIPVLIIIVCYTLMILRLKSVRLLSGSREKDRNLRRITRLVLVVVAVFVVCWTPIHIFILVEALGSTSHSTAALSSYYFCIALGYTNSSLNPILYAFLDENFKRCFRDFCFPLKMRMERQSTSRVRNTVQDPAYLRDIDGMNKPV
TLR4 MyD88 blk: inhibitors of human TLR4-MyD88 binding; inhibition, % at 10 µM; Cell-based TLR4-MyD88 binding inhibition assay; 16,000 compounds, 0.06% hits; in the data active means inhibition above about 45%
NOTCH ag: agonists of NOTCH signaling; activation, % at 2.5 µM; NOTCH signaling luciferase reporter cells, luminescence; 15,000 compounds, 0.4% hits; in the data active means activation above about 2.2%
Luminol counter: counter-screen for Nox1 inhibitors: inhibitors of luminol chemiluminescence; HRP/luminol/H2O2 chemiluminescence counterscreen; inhibition, % at 6.7 µM; 16,000 compounds, 0.4% hits; further: reference of the scale not given here
rat GALR2 agon: agonists of rat galanin receptor 2 (GALR2). activation, % at 10 µM. cell-based GALR2 agonist screen. 16,000 compounds, 0.5% hits. Galanin receptor type 2 (Rattus norvegicus), O08726; in the data active means activation above about 15%
Target sequence (O08726 whole entry, looked up): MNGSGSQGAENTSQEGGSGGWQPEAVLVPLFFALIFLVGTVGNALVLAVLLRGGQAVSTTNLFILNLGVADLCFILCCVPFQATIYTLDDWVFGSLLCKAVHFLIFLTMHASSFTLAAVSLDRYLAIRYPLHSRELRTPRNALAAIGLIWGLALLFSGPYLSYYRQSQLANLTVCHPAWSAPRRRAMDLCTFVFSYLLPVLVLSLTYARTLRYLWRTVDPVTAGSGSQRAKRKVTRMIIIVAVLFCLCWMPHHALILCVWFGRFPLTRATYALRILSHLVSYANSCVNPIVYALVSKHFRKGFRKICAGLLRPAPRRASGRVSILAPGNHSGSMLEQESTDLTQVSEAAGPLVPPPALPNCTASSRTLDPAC
S1P1 agonist: activates the human S1P1 receptor; activation, % at 4.5 µM; AID 1044, 2008; S1P1 agonist cell-based reporter assay; Sphingosine 1-phosphate receptor 1 (Homo sapiens), P21453; 16,000 compounds, 1.5% hits; in the data active means activation above about 80%
Nox1 inhibitor: inhibitors of human NADPH oxidase 1 (Nox1) | inhibition, % at 6.7 µM | 16,000 compounds, 0.81% hits | HT29 cells, luminol chemiluminescence ROS
PME-1 Maybr inh: inhibitors of human PME-1 in Maybridge library; Protein phosphatase methylesterase 1 (Homo sapiens), Q9Y570; recombinant PME-1, FP-Rh probe fluorescence polarization; inhibition, % at 9 µM; 16,000 compounds, 0.5% hits; AID 2291, 2010; in the data active means inhibition above about 30%
Starred values were filed as active, the others as inactive; nt = not tested or not shown. Unless noted, no stated cut-off is given here; in the data, active means inhibition above about 75%; inactive means the rest.

SMILES | OPRK1 antag MB | TLR4 MyD88 blk | NOTCH ag | Luminol counter | rat GALR2 agon | S1P1 agonist | Nox1 inhibitor | PME-1 Maybr inh
Cc1ccc(-c2csc(CO)n2)cc1 | -8 | 4 | -0.3 | 0 | -1 | 10 | -15 | 0
CSc1sc(-c2ccnc(SCC(=O)c3ccc(Cl)cc3)n2)c2c1C(=O)CCC2 | 19 | 1 | -0.8 | 3 | -7 | -20 | -40 | -2
Cc1ccc(-n2cc(-c3cccs3)nc2SCc2n[nH]c(=S)n2Cc2ccccc2)cc1 | -12 | -1 | -0.3 | -3 | -4 | -29 | 20 | 1
O=C(CC(CC(=O)c1ccc(F)cc1)c1ccco1)c1ccc(F)cc1 | 0 | 5 | -0.1 | 0 | -8 | 0 | -32 | -2
CCC(C)(C)NC(=O)Nc1ccc(C)c(NC(=O)NC(C)(C)CC)c1 | 2 | 7 | -1.1 | 2 | 0 | 1 | -65 | -1
COc1ccc(OC)c(S(=O)(=O)Nc2ccc3oc(=O)c(NC(C)=O)cc3c2)c1 | 6 | -3 | 1.1 | 3 | 2 | 3 | -17 | -1
Cc1cc(Oc2nc3c(c(=O)n(Cc4ccccc4)c(=O)n3C)n2C)ccc1Cl | -3 | 4 | -0.1 | -2 | -9 | 27 | 2 | 2
COCCOc1ccccc1NC(=O)c1ccc(Cl)cc1[N+](=O)[O-] | 10 | 3 | -0.4 | -6 | -1 | 10 | 22 | 5
O=C1NC(=S)NC(=O)C1=Cc1c(O)[nH]c(=S)[nH]c1=O | 19 | 13 | -0.5 | 6 | -5 | -8 | -34 | -8
Cc1[nH]nc2c1C1(C(=O)Nc3ccccc31)C(C#N)=C(N)O2 (stereo unspecified) | 1 | -2 | -0.7 | 1 | -9 | -9 | -58 | 2
COc1cccc(NC(=S)NNC(=S)NC2CC3CCC2C3)c1 (stereo unspecified) | -15 | 14 | -0.5 | 6 | -3 | 98* | 88* | 6
CC(=O)c1cc([N+](=O)[O-])c(NC2CCCCC2)s1 | -28 | -5 | -0.2 | 4 | -6 | -14 | -46 | -4
N#Cc1sc(=S)n(-c2ccccc2)c1N | 10 | -5 | 0.2 | 3 | -7 | 0 | -38 | -2
CSc1ccc(C(=O)NC(=O)Nc2cccc(C(F)(F)F)c2)s1 | -38 | 5 | -0.1 | 5 | -5 | 18 | -24 | -5
Cn1c(SCC(=O)c2ccc3c(c2)OCCCO3)nnc1-c1ccc2ccccc2c1 | 23 | -6 | -0.4 | 0 | -3 | 15 | -65 | 11
CSc1nsc(SC)c1C(=O)NC(=O)Nc1cc(C)on1 | 16 | 4 | -0.3 | -5 | -4 | 0 | -2 | 2
Cc1ccc(/C=N/N=C2\SCC(=O)N2CC2CC2)cc1 | 4 | -5 | -0.7 | -2 | -7 | 77 | -8 | 2
O=C(O)CS(=O)(=O)c1ccccc1[N+](=O)[O-] | 13 | -9 | 0.4 | -5 | -6 | -4 | 23 | 2
NNC(=O)c1cc2ccccc2s1 | 4 | -3 | 0.6 | 10 | -5 | 8 | -1 | 7
CCOC(=O)c1cnc(C(F)(F)F)nc1Nc1ccccc1Cl | 0 | 8 | -5.6 | -1 | 0 | 0 | -15 | -5
CNC(=O)N/N=C/c1c(-c2c(Cl)cccc2Cl)noc1C | 9 | 0 | -0.7 | 4 | -8 | -13 | -24 | -4
Clc1cc(Cl)cc(OCc2csc(-c3cccs3)n2)c1 | 12 | 5 | -0.1 | -6 | -6 | 16 | -27 | -4
O=C(NC1CCN(C(=O)c2cc(-c3ccc(Cl)cc3)oc2C(F)(F)F)CC1)c1ccccc1 | -14 | -1 | 0.0 | -6 | -2 | 14 | 22 | 7
COC(=O)c1c(C)[nH]c(C)c1/C=C(\C#N)C(=O)c1ccc(Cl)cc1 | -10 | -3 | -0.2 | 7 | -1 | -2 | -6 | 7
CCOC(=O)NC(=S)Nc1cc(C(C)(C)C)ccc1NC(C)=O | 8 | 5 | -0.9 | 4 | -6 | -2 | -22 | -1
O=C(NC(=S)Nc1cccc(Cl)c1Cl)c1cccc([N+](=O)[O-])c1 | 5 | 4 | 0.1 | 1 | -6 | -17 | -61 | 4
NNC(=O)c1ccc(F)c(F)c1 | -5 | -11 | 0.5 | 9 | -7 | 6 | -34 | -3
O=C(Cn1nnc2ccccc21)N/N=C/c1cccs1 | 16 | 7 | -0.3 | -6 | 0 | 12 | 12 | 5
Cc1nnc(NC(N)=S)s1 | -2 | 3 | 0.3 | 3 | 1 | 13 | -40 | -2
CC(=O)Nc1ccc(Oc2cc(C#N)c(C#N)cc2Oc2ccc(NC(C)=O)cc2)cc1 | -19 | -11 | -0.4 | -12 | -6 | 6 | -2 | 6

Reformatted tab-delimited: entries from further up
Molecule	OPRK1 antag MB	TLR4 MyD88 blk	NOTCH ag	Luminol counter	rat GALR2 agon	S1P1 agonist	Nox1 inhibitor	PME-1 Maybr inh
COC(=O)c1c(C)[nH]c(C)c1/C=C(\C#N)C(=O)c1ccc(Cl)cc1	-10	-3	-0.2	7	-1	-2	-6	7
CCOC(=O)NC(=S)Nc1cc(C(C)(C)C)ccc1NC(C)=O	8	5	-0.9	4	-6	-2	-22	-1

The results go on.
SMILES | OPRK1 antag MB | TLR4 MyD88 blk | NOTCH ag | Luminol counter | rat GALR2 agon | S1P1 agonist | Nox1 inhibitor | PME-1 Maybr inh
Cc1nn(CC/C(N)=N/OC(=O)c2ccccc2)c(C)c1Oc1ccc(Cl)cc1 | 12 | -4 | -0.8 | -5 | -7 | 8 | 24 | 13
O=S(=O)(c1cc(Br)c(Cl)s1)N1CCSCC1 | 6 | 6 | 0.1 | 2 | -3 | 18 | -63 | 2
N#Cc1c(F)cccc1NC1CCN(Cc2ccccc2)CC1 | nt | -12 | -0.2 | -6 | -4 | 0 | 11 | 4
Cn1nc(NC(=O)/C=C/c2ccc(OC(F)(F)F)cc2)c2c(F)cccc21 | 9 | 0 | -0.8 | 2 | -3 | 9 | 6 | -5
Cc1ccc2[nH]c(=S)n(-c3ccc(S(=O)(=O)N4CCCCC4)cc3)c(=O)c2c1 | 20 | 1 | -0.9 | -4 | -3 | 2 | 18 | -8
CC(=O)C1=C(C)NC(C)=C(C(C)=O)C1c1cccc([N+](=O)[O-])c1 | -5 | -16 | -0.6 | -9 | -6 | -3 | -33 | 9
NC(=O)CSc1nnc(-c2ccc(C(F)(F)F)cn2)s1 | -2 | -3 | -0.4 | -3 | 2 | -7 | 5 | 6
CCN(CC)c1nc(C)nc2c1sc(=S)n2-c1ccccc1 | -27 | -9 | 0.1 | -5 | -6 | -23 | -11 | 4
COc1ccc2ncc3c(c2c1)-c1cc(Cl)ccc1OC3 | 4 | -3 | nt | -6 | -9 | 5 | 13 | -1
O=C(NCc1cccs1)c1csc(Cc2c(Cl)cccc2Cl)n1 | 18 | 1 | -0.1 | -5 | -5 | 34 | -41 | 4
CC(=O)N1CCC(C(=O)Nc2ccc(-c3cnco3)cc2)CC1 | 20 | 8 | -0.7 | 0 | -4 | -3 | -19 | 0
O=C(CSc1ccc(C(F)(F)F)cn1)Nc1ccccc1 | 2 | 8 | 0.2 | 4 | -5 | -7 | -45 | -4
O=C(NCc1ccc2c(c1)OCO2)Nc1csc2ccccc12 | -7 | 2 | -0.4 | 2 | -7 | 15 | -24 | -5
COc1cc(/C=N/NC(=O)CCc2ccc(O)cc2)cc(OC)c1OC | 4 | 0 | -0.4 | -73 | -3 | -11 | 13 | 8
CCOC(=O)/C(C#N)=C/NC1CCN(Cc2ccccc2)CC1 | 2 | 1 | -0.9 | 0 | -3 | 3 | -8 | -3
O=C1CSC2(CCCCC2)N1 | 13 | 9 | -0.7 | 3 | -4 | -5 | -40 | -7
O=C1ON=C(c2ccccc2)/C1=C/c1ccc2c(c1)OCO2 | 17 | -4 | -0.3 | 4 | -5 | -17 | 11 | 5
O=C(NC(=O)c1csnn1)Nc1ncccn1 | 8 | -5 | 0.2 | 1 | -7 | -10 | 32 | -1
CC(C)(C)OC(=O)N1CCC(CNS(=O)(=O)c2cccc(C(F)(F)F)c2)CC1 | 2 | 20 | -0.4 | 0 | -6 | 1 | -39 | 0
COC(=O)c1noc(C)c1-c1ccnn1C(=O)c1ccc(Cl)cc1 | -15 | 9 | 0.1 | 1 | -2 | -10 | -32 | 0
O=C1CNC(=S)N1CCc1ccc(O)c(O)c1 | 11 | -4 | -0.2 | 96* | 2 | -5 | 93* | -2
O=[N+]([O-])c1ccc(Sc2n[nH]c(C(F)(F)F)n2)nc1 | 11 | 5 | -0.2 | -6 | -5 | 9 | 20 | 7
OC(CNC1Cc2ccccc2C1)COc1ccc(F)cc1 (stereo unspecified) | -10 | -3 | -0.5 | 1 | -4 | -7 | -45 | 1
O[C@@H]1CSSC[C@H]1O | 7 | 3 | -0.7 | 2 | -8 | 3 | -26 | 5
O=C(Nc1cccc(C(F)(F)F)c1)n1nc(C(F)(F)F)c2cnccc21 | 3 | -9 | 0.1 | -6 | -10 | -6 | 16 | -24
CSC(SC)=C(C#N)C(=O)c1ccccc1 | -2 | 2 | 0.1 | -4 | -19 | -10 | 16 | 3
CN(C)c1ccc([N+](=O)[O-])c(N(C)C)c1C#N | -12 | 1 | -0.8 | 15 | -6 | 14 | -6 | -1
FC(F)(F)c1cccc(-n2c(Cn3nnc(N4CCOCC4)n3)n[nH]c2=S)c1 | -1 | 19 | nt | 55 | -7 | -2 | -38 | 4
COc1cc(C(F)(F)F)cc(C(F)(F)F)c1C(=O)N1CCC(C(=O)c2ccc(Cl)cc2)CC1 | -18 | -2 | -1.1 | -7 | -10 | 33 | 21 | 10
O=C(COC(=O)c1cccc(I)c1)c1ccccc1 | -6 | 2 | -0.7 | 4 | -7 | -2 | -27 | -2
CC(C)Cn1c(=N)c(C#N)cc2c(=O)n3ccccc3nc21 | -2 | -11 | -0.2 | -6 | -10 | 53 | 11 | 2
Cc1ccc2c(c1)C(C)(C)C1(CCCC(=O)N1)N2C (stereo unspecified) | -2 | 2 | 0.6 | 3 | -7 | 5 | -53 | -3

Grouped by structure, the compounds so far containing an aryl thioether with sulfur outside any ring.
SMILES | OPRK1 antag MB | TLR4 MyD88 blk | NOTCH ag | Luminol counter | rat GALR2 agon | S1P1 agonist | Nox1 inhibitor | PME-1 Maybr inh
CSc1sc(-c2ccnc(SCC(=O)c3ccc(Cl)cc3)n2)c2c1C(=O)CCC2 | 19 | 1 | -0.8 | 3 | -7 | -20 | -40 | -2
Cc1ccc(-n2cc(-c3cccs3)nc2SCc2n[nH]c(=S)n2Cc2ccccc2)cc1 | -12 | -1 | -0.3 | -3 | -4 | -29 | 20 | 1
CSc1ccc(C(=O)NC(=O)Nc2cccc(C(F)(F)F)c2)s1 | -38 | 5 | -0.1 | 5 | -5 | 18 | -24 | -5
Cn1c(SCC(=O)c2ccc3c(c2)OCCCO3)nnc1-c1ccc2ccccc2c1 | 23 | -6 | -0.4 | 0 | -3 | 15 | -65 | 11
CSc1nsc(SC)c1C(=O)NC(=O)Nc1cc(C)on1 | 16 | 4 | -0.3 | -5 | -4 | 0 | -2 | 2
NC(=O)CSc1nnc(-c2ccc(C(F)(F)F)cn2)s1 | -2 | -3 | -0.4 | -3 | 2 | -7 | 5 | 6
O=C(CSc1ccc(C(F)(F)F)cn1)Nc1ccccc1 | 2 | 8 | 0.2 | 4 | -5 | -7 | -45 | -4
O=[N+]([O-])c1ccc(Sc2n[nH]c(C(F)(F)F)n2)nc1 | 11 | 5 | -0.2 | -6 | -5 | 9 | 20 | 7
